Compound activity deposited in PubChem BioAssay by several laboratories.
TPT1 inh: inhibitors of Candida albicans tRNA 2'-phosphotransferase TPT1. hit rate 0.81% among 300,000. inhibition, % at 5 µM. recombinant caTPT1, FP RNA substrate dephosphorylation. AID 1962;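 active = inhibition above the mean of all tested compounds plus 3 SD, set per screening campaign, cut at about 24% in these data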;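 note: plate controls were DMSO alone for no effect and ferristatin control at 100 nM for full effect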
procasp7 counter: counter-screen: procaspase-7 (human) activation; AID 463210; hit rate 0.093% among 330,000; recombinant procaspase-7, Ac-DEVD-pNA absorbance 405 nm; D23A/D198A/D206A triple mutant, cannot self-cleave; scale: DMSO 0, 5 µM enzyme 100; P55210; activation, % at 8.5 µM;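 active = percent activation above the screen-wide mean plus 3 SD, cut at about 25% in these data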
Target sequence (P55210 whole entry D23A/D198A/D206A): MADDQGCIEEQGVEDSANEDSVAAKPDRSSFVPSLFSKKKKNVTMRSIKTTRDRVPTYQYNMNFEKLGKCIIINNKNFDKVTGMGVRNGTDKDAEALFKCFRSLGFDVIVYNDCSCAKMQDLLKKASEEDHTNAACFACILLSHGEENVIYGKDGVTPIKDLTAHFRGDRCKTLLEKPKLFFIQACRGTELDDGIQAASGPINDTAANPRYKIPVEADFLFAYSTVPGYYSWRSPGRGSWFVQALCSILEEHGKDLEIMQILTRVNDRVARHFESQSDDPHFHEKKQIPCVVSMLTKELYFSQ
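Test system: Procaspase-7 triple mutant (PC-7 D3A). Also added: Ac-DEVD-pNA substrate, 400 µM as added. Schedule: 1 h enzyme–compound preincubation and 2 h substrate reaction, both 25 °C. Signal: p-Nitroaniline absorbance at 405 nm, read at 0 and 120 min. Control set: low DMSO alone, high DMSO plus 5 µM PC-7.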
Efflux pump mplx: blocks antifungal efflux pumps in multiplex yeast assay. S. cerevisiae Candida pump triplex, Nile Red efflux. hit rate 0.44% among 330,000. inhibition, % at 10 µM;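 active = plate passing quality check with inhibition over a set limit, or well fluorescence over plate mean plus 4 SD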;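 note: Nile Red retained in pooled yeast measured as flow cytometry median fluorescence; 0% = buffer negative control and 100% = Enniatin B positive control; higher means more Nile Red kept so more efflux inhibition; some compounds called inactive have numbers as strong as hits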
JMJD2C inh: blocks human GASC-1 demethylase activity; GST-JMJD2C(1-420) H3K9me3 demethylation, DELFIA europium; inhibition, % at 2.35 µM; hit rate 0.069% among 330,000; AID 2099;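 active = more than half of a compound's replicate wells show inhibition beyond 50%, single wells judged on their own value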;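 note: signal counts dimethyl H3K9 product captured on neutravidin plate; 0% = median of DMSO wells and 100% = 0.3 times that DMSO median; strong numbers were not always called active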
Target sequence (Q9H3R0 1-420 limits assumed): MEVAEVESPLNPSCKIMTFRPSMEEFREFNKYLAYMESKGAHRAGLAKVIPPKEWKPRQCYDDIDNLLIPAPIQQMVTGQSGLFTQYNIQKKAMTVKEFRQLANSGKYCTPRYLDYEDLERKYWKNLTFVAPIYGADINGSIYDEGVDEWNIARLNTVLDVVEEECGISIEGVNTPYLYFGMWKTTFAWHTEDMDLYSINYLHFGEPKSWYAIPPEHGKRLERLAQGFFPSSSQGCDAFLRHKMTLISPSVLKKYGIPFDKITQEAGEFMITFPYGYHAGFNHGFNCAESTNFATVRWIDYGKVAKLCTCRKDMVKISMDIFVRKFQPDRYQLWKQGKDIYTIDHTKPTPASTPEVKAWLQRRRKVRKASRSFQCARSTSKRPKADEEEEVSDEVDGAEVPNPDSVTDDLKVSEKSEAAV
PP1 counter: PP1-alpha (human) inhibition in PP5 counter-screen; purified PP1alpha, OMFP fluorescence; inhibition, % at 6.7 µM; hit rate 0.9% among 320,000;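 active = inhibition above the mean inhibition of all tested compounds plus 3 SD, computed separately for each screening campaign, cut at about 15% in these data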
Fh CTSL1 inh: blocks F. hepatica cathepsin L1 in PFM18AAP counter-screen. recombinant F. hepatica cathepsin L1, Z-Leu-Arg-MCA fluorescence. inhibition, % at 5.96 µM. hit rate 0.49% among 300,000. AID 1906;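 active = inhibition above the mean of all tested compounds plus 3 SD, set per screening campaign, cut at about 17% in these data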;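 note: 0% = plate median of test compound wells and 100% = 1 µM Z-Phe-Ala-diazomethylketone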
PP5 primary: blocks human protein phosphatase 5 activity; AID 1987; inhibition, % at 6.7 µM; purified PP5c, OMFP substrate fluorescence; hit rate 0.18% among 320,000;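 active = inhibition above the campaign's mean inhibition across all tested compounds plus 3 SD, cut at about 9.5% in these data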;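 note: 0% = DMSO only and 100% = 100 µM cantharidin control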
core dimer inh: blocks dimerization of HCV core protein; TR-FRET GST/Flag-core106 dimerization, 1536-well; AID 1899; inhibition, % at 5 µM; hit rate 0.33% among 300,000;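 active = inhibition above the mean of all tested compounds plus 3 SD, set per screening campaign, cut at about 45% in these data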
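System: GST-tagged and Flag-tagged HCV core protein residues 1-106 / Input: core106 proteins, GST 13.5 nM and Flag 17 nM / Buffer or medium: KF-containing HEPES buffer, pH 7.45, DTT, CHAPS, BSA / Probe or stimulus: Eu-anti-GST and XL665-anti-Flag labelled anti-tag antibodies / Schedule: 4 h, 22.5 °C incubation / Technique: TR-FRET 671 and 617 nm emission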
procasp3 activ: procaspase-3 (human) activation; recombinant procaspase-3 D3A, Ac-DEVD-pNA absorbance 405 nm; hit rate 0.11% among 330,000; activation, % at 8.5 µM; AID 463141;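 active = activation above the mean of all tested compounds plus 3 SD, cut at about 21% in these data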;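 note: 0% = DMSO alone and 100% = DMSO wells spiked with extra 5 µM PC-3 D3A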
Target sequence (P42574 whole entry D9A/D28A/D175A): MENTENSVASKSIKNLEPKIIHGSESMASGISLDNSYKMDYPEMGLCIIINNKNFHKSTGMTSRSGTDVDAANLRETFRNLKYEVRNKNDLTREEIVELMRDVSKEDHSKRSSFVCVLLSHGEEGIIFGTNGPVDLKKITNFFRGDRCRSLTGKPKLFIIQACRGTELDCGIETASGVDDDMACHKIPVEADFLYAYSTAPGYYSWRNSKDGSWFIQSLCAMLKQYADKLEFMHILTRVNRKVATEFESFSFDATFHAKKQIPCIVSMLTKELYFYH
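material = Procaspase-3 D3A mutant | probe or stimulus = Ac-DEVD-pNA | compound = single dose, 8.5 µM nominal compound, 0.8% DMSO | timing = 1 h preincubation, 2 h reaction | measured by = 405 nm absorbance of p-nitroaniline, reads at 0 and 120 min | benchmarks = DMSO-only low control, 5 µM PC-3 D3A high control | repeats = singlicate, each compound tested once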
Starred values were filed as active, the others as inactive; nt = not tested or not shown.

Fields – PP5 primary	PP1 counter	procasp7 counter	JMJD2C inh	core dimer inh	TPT1 inh	procasp3 activ	Fh CTSL1 inh	Efflux pump mplx
- Cc1cccc(NC(=O)c2cnc3sccn3c2=O)c1
  3.2	-2	-1	-5	4	2	8	3	0.1
- S=C(Nc1ccc(N2CCOCC2)cc1)Nc1ccc2nc(-c3ccco3)c(-c3ccco3)nc2c1
  4.9	10	-16	24	83*	-80	-22	6	0.4
- Cn1c(=O)n(C)c2cc(NC(=O)c3ccccc3NS(C)(=O)=O)ccc21
  -5.1	-2	-6	11	-5	0	-4	-5	0.1
- CC(=O)c1cccc(NC(=S)NNC(=O)c2ccco2)c1
  -2.0	-4	-10	2	-5	2	0	0	0.0
- CCc1ccc2[nH]c(=O)c(-c3ccccc3)c(O)c2c1
  0.9	-3	1	4	5	2	4	-3	0.0
- CC1(C)CC(=O)C(C(C#Cc2ccccc2)C2=C(O)CC(C)(C)CC2=O)=C(O)C1
  -1.5	-2	3	-22	-2	0	1	-4	0.1
- CCC(=O)NNc1ccc(Br)cc1
  2.0	-1	7	-2	-4	-2	-5	-1	-0.1
- O=C(CC1SC(N2CCOCC2)=NC1=O)Nc1ccc(F)cc1 (stereo unspecified)
  nt	nt	-2	-7	nt	nt	1	nt	-0.1
- COc1ccc(C(=O)NCC(=O)N/N=C/C=C/c2ccccc2)cc1OC
  1.1	0	12	-3	3	-3	1	4	-0.1
- COC(=O)Nc1nncs1
  -0.6	-5	-4	-33	1	2	-8	-1	0.0
- C/C(=N/NS(=O)(=O)c1ccc(C)cc1)c1cccc(NC(=O)c2cccc(Cl)c2)c1
  1.6	1	-4	-2	18	0	6	0	-0.1
- Cc1ccc2[nH]c3c(=O)n(CC(=O)NCCCN4CCN(c5ccc(F)cc5)CC4)ncc3c2c1
  1.1	-3	5	11	-2	-1	1	-2	0.1
- CCOc1ccc(NC(=S)NNc2ccnc3cc(Cl)ccc23)cc1
  0.4	13	-35	-2	11	11	-10	-3	-0.1
- CCOc1ccc(-n2cc(C(=O)Nc3cccc(C)n3)c3cc(OC)c(OC)cc3c2=O)cc1
  3.0	-2	-2	3	18	-5	12	1	0.2
- CC1CN(C2CCN(S(=O)(=O)c3ccccc3)CC2)CC(C)O1 (stereo unspecified)
  -1.6	-2	7	-8	3	-2	10	0	0.0
- C[C@@]12CCC3[C@@](CCC4[C@@]3(C)CCC[C@@]4(C)C(=O)N3CCCCC3)(CC1=O)C2 (stereo partly specified)
  -1.7	-2	5	-5	nt	nt	-4	nt	0.2
- CN(c1ccc(C(=O)Nc2ccc(F)cc2F)cc1)S(=O)(=O)c1ccccc1
  -0.6	-3	4	3	2	-1	-9	2	0.5
- O=C(c1ccc(S(=O)(=O)N2CCCCC2)cc1)N1CCCc2ccccc21
  2.1	5	-1	5	6	-3	2	0	0.0
- COc1ccc(Cl)cc1C(=O)NCC(C)C
  0.9	0	4	-6	-5	-5	-4	0	-0.1
- COc1ccccc1CN(C)C(=O)c1cc(-c2cc(OC)c(OC)c(OC)c2)nc2ccccc12
  3.5	4	-6	1	7	2	-5	2	0.1

Fields – PP5 primary	PP1 counter	procasp7 counter	JMJD2C inh	core dimer inh	TPT1 inh	procasp3 activ	Fh CTSL1 inh	Efflux pump mplx
- COc1ccc(CNC(=O)C2CCN(S(=O)(=O)c3cccc4cccnc34)CC2)cc1
  -1.0	-7	7	-7	-2	-1	3	-3	0.0
- CCN(CC(=O)Nc1c(F)cccc1F)C(=O)/C=C/c1ccc(S(=O)(=O)N2CCCCCC2)cc1
  -1.1	0	4	-4	11	-1	-4	4	0.1
- O=C(NCc1ccccc1Cl)NC(=O)c1ccccc1
  1.5	1	-5	1	0	-2	7	3	0.2
- COc1ccc(S(=O)(=O)NCC(=O)O)cc1C(=O)NC1CCCCC1
  -1.3	-4	2	-5	4	2	-4	-3	-5.7
- O=C(O)c1ccccc1-c1nc(-c2ccccc2)c(-c2ccccc2)[nH]1
  3.1	-1	-9	20	0	-6	-4	0	0.1
- CCOC(=O)c1ccc(CC(=O)c2oc3cc(O)ccc3c2C)o1
  0.7	-1	-11	5	-5	2	-7	0	0.2
- CC(/C=C/c1ccccc1)=N\Nc1nc(-c2ccccc2)cs1
  3.6	-1	3	-2	-1	-1	-1	-1	0.0
- CCOc1ccc(C(=O)NCCc2ccccc2)cc1
  1.1	-2	9	1	-2	1	3	-1	0.3
- CS(=O)(=O)c1ccc(-c2sc3ccccc3c2C(=O)N2CCN(c3ccc(F)cc3)CC2)cc1
  nt	nt	-2	2	nt	nt	-4	nt	-0.2
- CCN1C(=O)c2ccccc2Sc2ccc(C(=O)NCCCN3CCOCC3)cc21
  -1.3	-3	1	10	-3	1	5	5	-0.2
- O=C(NCCc1ccccn1)C(F)(F)C(F)(F)C(F)(F)C(F)(F)C(F)(F)C(F)F
  2.1	0	-2	4	-6	-2	1	4	0.1
- O=C(NCC1CCCO1)C1CCN(C2CCN(CCCC3CCCC3)CC2)CC1 (stereo unspecified)
  1.9	2	-1	-46	-8	-1	4	-1	-0.2
- CC1(C(=O)O)CCC(C(=O)Nc2ccc(S(N)(=O)=O)cc2)C1(C)C (stereo unspecified)
  -1.3	-2	9	-7	-4	-5	11	-2	0.0
- CN(c1ccccc1)S(=O)(=O)c1cccc(NC(=O)Cn2cnc3c2c(=O)n(C)c(=O)n3C)c1
  -2.5	-3	-4	-7	7	3	12	-2	0.1
- COc1cc(NC(=O)Cn2c(=O)n(CC3CCCO3)c(=O)c3ccccc32)cc(OC)c1 (stereo unspecified)
  -0.6	-1	0	-2	2	3	0	-2	0.0
- CCOC(=O)c1c(C)[nH]c(C(=O)COC(=O)/C=C/c2ccc(OCC#N)c(OC)c2)c1C
  0.3	-2	3	1	0	1	1	-1	0.1
- Cc1ccc(NC(=S)NCC(C)C)cc1
  0.8	1	0	-5	-14	-3	3	-4	0.1
- NS(=O)(=O)Oc1ccccc1
  1.2	-2	-6	0	-11	0	-7	-3	0.2
- CCN(C(=O)C(=O)c1c[nH]c2ccccc12)c1ccccc1
  -0.1	-1	9	4	-2	3	2	-5	0.0
- Cc1ccc(N2CC(C(=O)Nc3c(C)n(C)n(-c4ccccc4)c3=O)CC2=O)cc1 (stereo unspecified)
  0.0	-2	-3	1	0	-1	-1	-3	-0.2

Fields – PP5 primary	PP1 counter	procasp7 counter	JMJD2C inh	core dimer inh	TPT1 inh	procasp3 activ	Fh CTSL1 inh	Efflux pump mplx
- Clc1ccccc1-c1ccc2ncnc(NCc3ccc4c(c3)OCO4)c2c1
  -0.2	-3	8	-9	nt	nt	6	nt	-0.1
- CC(=O)c1cccc(NC(=O)C2=CC(c3cccs3)=NS(=O)(=O)N2C)c1
  3.0	4	6	1	-1	-2	7	7	0.2
- CCCCCOc1ccc(Br)cc1/C(C)=N/NC1=NCCN1
  3.1	17*	11	-4	-14	-4	6	-1	-0.1
- O=C(OCc1ccc([N+](=O)[O-])cc1)c1cc(=O)c2ccccc2o1
  0.7	-3	0	109	-6	6	-8	2	0.2
- Cc1ccc(C)c(N(CC(=O)NC2CCCCC2)C(=O)CNC(=O)c2ccco2)c1
  0.2	0	1	10	1	-3	2	1	0.3
- Clc1ccc(OCCCn2ccnc2)c(Br)c1
  0.0	2	1	-2	-3	-1	4	6	0.0
- Cc1ccc(NC(=O)c2cc(N3CCOCC3)nc3ccccc23)cc1
  5.7	-4	2	2	4	1	0	0	0.3
- CCCCN1C(=O)C(O)=C(C(C)=O)C1c1ccccc1 (stereo unspecified)
  -1.6	-2	3	7	-5	1	0	2	-0.2
- COC(=O)CN1C(=O)C(C)(C)Oc2ccc(C(=O)NC3CC3)cc21
  0.6	-3	3	7	0	0	9	-2	-0.1
- C[C@H](NC(=O)c1nc[nH]c1C(=O)NCCCCCNC(=O)OC(C)(C)C)C(=O)OC(C)(C)C
  0.6	-3	-10	9	6	1	-2	1	-0.1
- CC(=O)NCCC(=O)Nc1ncc(S(=O)(=O)c2ccc([N+](=O)[O-])cc2)s1
  1.6	-1	0	-11	2	0	8	3	0.1
- CN(C(=O)Cn1c(=O)oc2cc(S(=O)(=O)N3CCCC3)ccc21)C1CCCCC1
  1.6	1	-3	5	-13	-2	2	-4	-0.2
- COc1cccc(/C=N/NC(=O)C(C)n2nnc3ccccc32)c1 (stereo unspecified)
  0.8	-2	4	-2	7	0	8	-3	-0.1
- COC(=O)[C@H](CC(C)C)NCc1cccc(CN[C@@H](CC(C)C)C(=O)OC)c1
  3.0	1	-1	-8	6	1	-2	-1	0.1
- Cc1ccccc1C(=O)Oc1ccc(Sc2ccc(O)cc2)cc1
  2.9	2	0	6	-5	-3	2	0	0.1
- O=C1C=C(Nc2ccc(Cl)cc2Cl)CC(c2ccco2)C1 (stereo unspecified)
  -0.2	-2	9	5	1	0	7	1	-0.1
- Cc1ccc(-n2cc(CN3CCNC(=O)CC3)c(-c3cccc(C)c3)n2)cc1
  3.5	-1	3	7	0	-1	-5	1	0.0
- O=C(NNC(=S)Nc1ccc(F)c(Cl)c1)C1CC1
  3.7	-2	3	18	-6	-3	2	-2	-0.1
- COc1ccc(C(=O)NC2CCCCC2)cc1OC1CCN(C(C)C)CC1
  0.9	0	-4	0	2	2	8	3	0.1
- CC(NC(=O)COc1ccc(-c2nnco2)cc1)c1ccc(Cl)cc1Cl (stereo unspecified)
  0.8	-2	-3	-3	7	-2	4	-4	-0.1

Fields – PP5 primary	PP1 counter	procasp7 counter	JMJD2C inh	core dimer inh	TPT1 inh	procasp3 activ	Fh CTSL1 inh	Efflux pump mplx
- O=C(Nc1nc2nccc(-c3ccccc3)n2n1)c1ccccc1
  1.3	-8	9	0	6	-2	1	0	0.1
- O=C(CCCCCCCC(=O)NCC1CCCO1)NCC1CCCO1 (stereo unspecified)
  -0.5	-12	-7	-11	1	-3	-5	17	0.1
- CCOC(=O)C(CCCOc1ccccc1C)C(=O)OCC
  5.4	-3	6	6	-1	1	4	-4	0.0
- O=C1CS/C(=N\c2ccccn2)N1C1CCCCC1
  0.2	-1	-1	8	-2	-2	-4	-2	0.1
- O=C1C(C23CC4CC(CC(C4)C2)C3)C(=O)N(c2ccccc2)N1c1ccccc1
  0.3	-2	1	45	-1	-3	5	-4	-0.1
- O=C(NCc1cccnc1)c1sc2cc(Cl)ccc2c1Cl
  -0.5	6	1	5	6	2	7	-4	-0.2
- Cc1ccc2cc3c(nc2c1)N(c1ccccc1)CC3
  0.0	-1	11	1	6	-5	4	3	0.0
- COc1ccc([N+](=O)[O-])cc1NS(=O)(=O)c1ccc(C(=O)N2CCCC2)cc1
  1.0	1	-2	-24	nt	nt	0	nt	0.0

An unsorted share of the library; overall some 2.9% were active at least once.
